Compound activity deposited in PubChem by National Center for Advancing Translational Sciences (NCATS).
TDP1 cell CPT: DT40-hTDP1 cell growth loss with CPT; chicken DT40 Tdp1-/-;hTDP1 cells + 20 nM CPT, ATP luminescence, 48 h; Potency, µM (titrated, usually from 46.2 µM), inactives show top-dose activity change, negative = growth inhibition, hits mostly inhibitors; 420,000 tested, 12% active; further: nearly all actives have a fitted effect of over 55% in size
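Chicken DT40 Tdp1-/- cells stably complemented with human TDP1 were seeded at 400 cells/well in medium containing 20 nM camptothecin, exposed to pin-transferred compounds, and grown at 37 °C for at least 48 hr. Viability was read as ATP luminescence.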
DT40 TDP1 no CPT: qHTS for Inhibitors of human tyrosyl-DNA phosphodiesterase 1 (TDP1): qHTS in cells in absence of CPT | DT40 Tdp1-/- hTDP1 cells, no CPT, ATP luminescence, 48 h | Potency, µM (titrated, usually from 46.2 µM), without a hit: at the highest dose activity change, negative = growth inhibition, actives largely listed as inhibitors | 420,000 tested, 15% active; further: nearly all actives have a fitted effect of over 55% in size
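A cellular qHTS used chicken DT40 cells lacking endogenous Tdp1 but carrying stably transfected human TDP1. Compounds were applied without camptothecin, and cell growth kinetics were judged by ATP-dependent luminescence after ≥48 hr.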
TDP1 block: blocks human tyrosyl-DNA phosphodiesterase 1; Potency, µM (titrated, usually from 130 µM), for the others: at the top dose activity change, negative = inhibition, actives largely listed as inhibitors; AID 485290; 350,000 tested, 0.28% active; recombinant TDP1, AlphaScreen DNA substrate cleavage; further: nearly all actives have a fitted effect of over 40% in size
Target sequence (Q9NUW8 whole entry, looked up): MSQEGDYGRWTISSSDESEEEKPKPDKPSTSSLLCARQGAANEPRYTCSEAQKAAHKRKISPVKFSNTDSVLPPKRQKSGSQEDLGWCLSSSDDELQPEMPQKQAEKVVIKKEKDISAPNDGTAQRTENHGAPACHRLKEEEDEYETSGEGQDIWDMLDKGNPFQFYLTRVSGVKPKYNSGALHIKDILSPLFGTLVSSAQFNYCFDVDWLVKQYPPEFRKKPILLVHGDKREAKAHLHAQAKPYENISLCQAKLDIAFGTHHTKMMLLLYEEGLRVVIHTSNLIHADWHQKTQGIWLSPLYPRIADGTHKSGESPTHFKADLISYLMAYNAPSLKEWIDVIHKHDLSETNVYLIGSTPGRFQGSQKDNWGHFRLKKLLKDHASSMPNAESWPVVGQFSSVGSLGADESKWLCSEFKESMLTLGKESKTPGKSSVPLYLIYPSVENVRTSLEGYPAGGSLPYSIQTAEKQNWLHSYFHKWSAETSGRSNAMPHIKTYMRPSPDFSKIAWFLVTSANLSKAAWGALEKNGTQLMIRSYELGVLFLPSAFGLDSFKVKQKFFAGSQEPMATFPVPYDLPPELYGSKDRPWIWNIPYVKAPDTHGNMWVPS
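Here, a 5' biotin and 3' phosphotyrosine-FITC DNA oligonucleotide reports Tdp1 activity: intact substrate bridges AlphaScreen beads, while cleavage leaves a 3' phosphate and drops signal. All incubations at room temperature.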
The depositor's hits bear a star; ? = inconclusive; . = not tested or not shown; ! = repeats disagree; [ ] = dose if it differs, or a comment. The call rests on the fitted dose curve; in most records, active means well fitted curve in the direction sought with a large enough effect; inconclusive means small, poorly fitted or top-dose-only effect, or another doubt; inactive means no such curve, though single readings can be large; an effect the other way counts as inactive or inconclusive. On the % scale 0 is the no-effect control and ±100 the full control effect; potency means the concentration at half of the fitted maximal effect.

SMILES	TDP1 cell CPT	DT40 TDP1 no CPT	TDP1 block
CCCn1nc(NC(=O)C2CCCO2)c2cc3cc(C)ccc3nc21 (configuration not stated)	-28%	?	-3%
O=C(C1CCCN(c2ncnc3c2nc2n3CCCCC2)C1)N1CCN(c2ccccc2F)CC1 (configuration not stated)	?	9.2µM*	4%
COc1ccccc1CNC(=O)CCC1N=C2c3ccccc3N=C(SCC(=O)NCCc3ccc(OC)c(OC)c3)N2C1=O (configuration not stated)	18µM*	?	0%
O=C(CSc1cccs1)Nc1ccc2ccccc2c1	-15%	-24%	-5%
Nc1cc(=O)nc2cn[nH]n12	10%	4%	.
Cc1ccccc1CNS(=O)(=O)c1c(C(=O)N2CCCC2)c(C)n(C)c1C	-6%	18%	5%
CCOC(=O)COn1c(=O)c(-c2ccc(OCC)cc2)[n+]([O-])c2ccccc21	-17%	-1%	.
O=C(c1cccc(F)c1F)N1CCCC1	-3%	-9%	2%
Cc1ccc(-c2nnc3c4ccccc4c(C)nn23)cc1S(=O)(=O)N1CCN(C)CC1	?	-28%	.
O=C(c1ccccc1)N1CCCOC1c1ccccc1 (configuration not stated)	-1%	-1%	8%
Cc1ccc(NC(=O)c2oc3ccccc3c2NC(=O)Cc2cccs2)cc1	-14%	?	4%
CCOC(=O)C1(Cc2ccccc2C)CCCN(C(=O)CN2C(=O)CSC2=O)C1 (configuration not stated)	?	-9%	2%
CCN(CC)c1ccc(C(NC(=O)C(C)C)c2ccc3cccnc3c2O)cc1 (configuration not stated)	2.9µM*	2.9µM*	.
CC(C)c1ccc(NS(=O)(=O)c2cccc3cccnc23)cc1	-23%	-14%	.
CC1CCCCC12NC(=O)N(CC(=O)OCC(=O)Nc1ccc(F)cc1[N+](=O)[O-])C2=O (configuration not stated)	-16%	-8%	1%
O=S(=O)(c1ccccc1)N1N=C(c2ccccc2)CC1c1ccccc1 (configuration not stated)	?	?	3%
Nc1c(-c2nc(-c3cccs3)no2)nnn1-c1cccc(Cl)c1	12%	1%	4%
CC(C)n1c(=O)c2ccccc2n1Cc1cn(Cc2cccnc2)nn1	1%	-1%	.
Cc1ccccc1OCC(=O)Nc1ccc(S(=O)(=O)N2CCCC2)cc1	?	?	.
O=C(Nc1cc(NC(=O)c2ccccc2F)ccc1Cl)c1ccccc1	?	?	.
C/C(=N\NC(=O)CSc1nc(C)cc(C)n1)c1cccc([N+](=O)[O-])c1	-4%	-15%	5%
COc1ccccc1N(CC(=O)NCCSCc1ccc(Cl)cc1)S(C)(=O)=O	21µM*	23µM*!	6%
Cc1nc2ccccc2c(C)c1CC(=O)N(CC(C)C)c1c(N)n(Cc2ccccc2)c(=O)[nH]c1=O	-28%	-23%	6%
COc1cc(-c2nc3ccc(N4CCN(C)CC4)cc3[nH]2)cc(OC)c1OC	?	?	3%
c1ccc(Cc2nnc3sc(-c4ccccn4)nn23)cc1	?	-25%	1%
Next structures follow.
SMILES	TDP1 cell CPT	DT40 TDP1 no CPT	TDP1 block
CC(C)CN1CCCC2(CCN(C(=O)c3csnn3)CC2)C1	-3%	14%	.
COc1cccc(CNC(=O)CSCC(=O)Nc2ccc(C)cc2)c1	0%	0%	.
COc1ccc(CNC(=O)C(C)n2nc(C)n3c(cc4occc43)c2=O)cc1 (configuration not stated)	10%	0%	0%
CCn1c2ccccc2c2nnc(SCN3C(=O)c4ccccc4C3=O)nc21	9%	-9%	.
O=c1oc2ccccc2cc1-c1cn(-c2ccccc2)c(=S)[nH]1	2.6µM*	3.3µM*	5%
CC1(C(=O)Nc2ccccc2Br)CCN1C(=O)CC1CC1 (configuration not stated)	-3%	-4%	.
CCN(C(=O)COC(=O)C12CC3CC(CC(O)(C3)C1)C2)c1c(N)n(Cc2ccccc2)c(=O)[nH]c1=O	20%	-8%	.
COC(=O)c1ccccc1NC1=C/C(=N\S(=O)(=O)c2cccs2)c2ccccc2C1=O	3.3µM*	5.8µM*	12%
O=C(OCC(=O)N1CCN(C(=O)c2ccco2)CC1)c1ccc(Cl)nc1	-2%	-1%	-15%
CN(C)CC(C)(O)c1ccc2c(c1)CN(Cc1cccn1-c1ncccn1)CCO2 (configuration not stated)	4%[9.04 µM]	-14%	.
CCCCN(C=O)c1c(CC)nc2ccc(C(=O)NCCOc3ccc(OC)cc3)cn12	?	?	.
CCCCNC(=O)c1ccccc1Cl	-10%	-19%	1%
Cc1ccccc1NC(=O)c1cccc(NC(=O)c2ccco2)c1	2%	-2%	.
O=C(Nc1ccccc1)c1cc(C2CCCN(C(=O)C/C=C/c3ccccc3)C2)on1 (configuration not stated)	?	21µM*	.
COC(=O)c1c(-c2c(Cl)cccc2Cl)noc1C(=O)NN	16%	-6%	9%
CCN(c1ccccc1)S(=O)(=O)c1ccc(C(=O)Nc2ccncc2)cc1	23µM*	21µM*	0%
CC(=O)Nc1ccc(C(=O)N2CCCC(c3cc(C(=O)Nc4ccccc4)no3)C2)cc1 (configuration not stated)	?	-24%	.
Cc1ccc(C(=O)CSc2n[nH]c(-c3ccco3)n2)cc1C	-23%	-16%	7%
Cc1ccc2ncc(C(=O)NCc3ccccc3Cl)c(=O)n2c1	-21%	-3%	-2%
CN(C)C1CN(Cc2cn(Cc3ccc(C(F)(F)F)cc3)nn2)S(=O)(=O)C1 (configuration not stated)	3%	-20%	.
COc1ccc(C(=O)NCCc2ccccc2F)cc1OC1CCN(C(C)=O)CC1	2%	-20%	1%
COC(=O)[C@H](Cc1ccccc1)N1C/C=C\COc2c(Cl)cc(Cl)cc2S1(=O)=O	?	?	.
COc1ccc(NC(=O)C2=NN(c3ccccc3)C(=O)CC2)cn1	?	-21%	0%
COC(=O)c1ccc2c(=O)n(CCN3CCOCC3)c(SCC(=O)C(C)(C)C)nc2c1	-22%	-15%	5%
COc1ccc(OC)c(C(=O)c2ccc(C(=O)O)cc2)c1	-7%	-7%	-2%
(more compounds)
SMILES	TDP1 cell CPT	DT40 TDP1 no CPT	TDP1 block
O=C(COC(=O)CNC(=O)c1ccc(Cl)cc1Cl)NC1CCCCC1	9%	-2%	0%
CC1CCN(C2(O)C(=O)Nc3ccc(Br)cc32)CC1 (configuration not stated)	-10%	-1%	5%
CCCCn1nnnc1C(c1ccccc1)N1CCN(C/C=C/c2ccccc2)CC1 (configuration not stated)	?	16µM*	.
CCOc1ccc(NC(=S)N(CCCN2CCOCC2)Cc2cn(C)c3ccccc23)cc1	?	15µM*	-1%
COC(=O)c1cccc(NC(=S)NCc2ccco2)c1	16µM*	15µM*	10%
Cn1c(NC(=O)Cc2cccs2)cc(=O)n(C)c1=O	2%	-20%	1%
Cc1c(NC(=O)C2CC(c3ccc(F)cc3)=NO2)c(=O)n(-c2ccccc2)n1C (configuration not stated)	2%	4%	-6%
CCCCNC(=O)c1nn2cc(Br)cnc2c1Br	1%	-1%	.
Cc1ccccc1-c1csc(C(O)(c2ccccc2)C(F)(F)F)n1 (configuration not stated)	?	?	.
COc1ccc(CCNC(=O)COc2cc(C)cc3oc(=O)c(C)c(C)c23)cc1OC	5%	-15%	.
COc1ccc(C2Nc3ccccc3C(=O)N2NS(=O)(=O)c2ccc(C)cc2)cc1OC (configuration not stated)	-2%	?	1%
CCCn1c(=O)c2[nH]c(-c3ccc(S(=O)(=O)O)cc3)nc2n(CCC)c1=O	2%	-5%	8%[56.1 µM]
O=C(Nc1nccs1)c1cc(-c2ccccn2)nc2c(Cl)cccc12	?	-23%	3%
COc1ccc(-c2csc(-c3ccc(C(=O)O)cc3)n2)cc1	-29%	-31%	-6%
CC(=O)N1CCc2cc(S(=O)(=O)NCCCN3CCN(Cc4ccccc4)CC3)ccc21	-28%	?	4%
Cc1nc2ccc(S(=O)(=O)NCC(=O)N3CCN(c4ccccc4)CC3)cc2s1	?	?	-2%
CCOc1ccccc1NC(=O)CSc1ccc2nnc(CCNS(=O)(=O)c3ccccc3)n2n1	-23%	-21%	5%
Cc1sc2nc(C(C)C)nc(SCC(=O)N3CCOCC3)c2c1C	-27%	?	10%
O=C(COC(=O)CCC1CCCC1)Nc1ccc(Cl)cc1F	-9%	?	3%
Cc1cc(=O)oc2cc(Oc3ccc([N+](=O)[O-])cc3[N+](=O)[O-])ccc12	5.2µM*	4.6µM*	6%
COc1cccc(CNC(=O)C(NS(=O)(=O)c2ccc3c(c2)oc(=O)n3C)C(C)C)c1 (configuration not stated)	4%	7%	6%
CCC(c1nnc(SCCNCCO)n1CCN1CCOCC1)N(C)C (configuration not stated)	-1%	-9%	2%
O=C(NN=Cc1ccc2c(c1)OCO2)c1ccc([N+](=O)[O-])cc1	-2%	1%	.
Cc1cc(Cl)nc2c(C(C)C)cccc12	?	?	2%
CCN(Cc1ccccc1)Cc1ccc(OCc2ccccc2)cc1	-17%	?	.
O=C1CCC(C(=O)NCc2ccccc2)N1 (configuration not stated)	21%	5%	.
Cc1nc2nc(-c3ccccc3)nn2c(C)c1Cl	-11%	-15%	.
Cc1ccc(SC(=O)c2c(C)noc2-c2cc(C)on2)cc1	18µM*	9.2µM*	-5%
CCn1c(SCc2cccc(C(=O)O)c2)nnc1-c1ccc(Cl)cc1	5%	2%	.

A draw from above in order of heavy-atom count, largest number first.
SMILES	TDP1 cell CPT	DT40 TDP1 no CPT	TDP1 block
CCOc1ccccc1NC(=O)CSc1ccc2nnc(CCNS(=O)(=O)c3ccccc3)n2n1	-23%	-21%	5%
CCOc1ccc(NC(=S)N(CCCN2CCOCC2)Cc2cn(C)c3ccccc23)cc1	?	15µM*	-1%
CC(=O)N1CCc2cc(S(=O)(=O)NCCCN3CCN(Cc4ccccc4)CC3)ccc21	-28%	?	4%
COc1cccc(CNC(=O)C(NS(=O)(=O)c2ccc3c(c2)oc(=O)n3C)C(C)C)c1 (configuration not stated)	4%	7%	6%
Cc1nc2ccc(S(=O)(=O)NCC(=O)N3CCN(c4ccccc4)CC3)cc2s1	?	?	-2%
CCCn1c(=O)c2[nH]c(-c3ccc(S(=O)(=O)O)cc3)nc2n(CCC)c1=O	2%	-5%	8%[56.1 µM]
CCC(c1nnc(SCCNCCO)n1CCN1CCOCC1)N(C)C (configuration not stated)	-1%	-9%	2%
Cc1cc(=O)oc2cc(Oc3ccc([N+](=O)[O-])cc3[N+](=O)[O-])ccc12	5.2µM*	4.6µM*	6%
Cc1sc2nc(C(C)C)nc(SCC(=O)N3CCOCC3)c2c1C	-27%	?	10%
O=C(NN=Cc1ccc2c(c1)OCO2)c1ccc([N+](=O)[O-])cc1	-2%	1%	.
Cc1ccc(SC(=O)c2c(C)noc2-c2cc(C)on2)cc1	18µM*	9.2µM*	-5%
COC(=O)c1cccc(NC(=S)NCc2ccco2)c1	16µM*	15µM*	10%
Cn1c(NC(=O)Cc2cccs2)cc(=O)n(C)c1=O	2%	-20%	1%
Cc1nc2nc(-c3ccccc3)nn2c(C)c1Cl	-11%	-15%	.
O=C1CCC(C(=O)NCc2ccccc2)N1 (configuration not stated)	21%	5%	.
Cc1cc(Cl)nc2c(C(C)C)cccc12	?	?	2%

Look-ups from above:
Value for CCCCNC(=O)c1nn2cc(Br)cnc2c1Br under TDP1 cell CPT: 1%
Value for O=C1CCC(C(=O)NCc2ccccc2)N1 (configuration not stated) under DT40 TDP1 no CPT: 5%
